Assay outcomes: PubChem BioAssay, several laboratories
FLuc stim CS: firefly luciferase counter-screen for stimulation assays; 200,000 tested, under 10 active; ATPlite luciferase biochemical, luminescence, 10 min; 0 = ATP-free wells, 1 = DMSO control; AID 1027; activation factor at 10 µM; P08659;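 active means luciferase activation factor, scaled between plate controls, of at least 2 with compound at 10 µM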
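System: luciferase plus luciferin reagent, cell-free; medium: PBS as buffer for the ATP substrate; dosing: test compounds dosed from 2 mM stocks in 100% DMSO; timing: 10 min post-reagent at room temperature; measured by: luminescence measurement of luciferase light output; evaluation: luciferase activation, seen as luminescence increase over controls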
TNAP inh hiacc: inhibitors of human TNAP at high phosphate acceptor concentration; P05186; purified TNAP, CDP-star luminescence, 1 M DEA; inhibition, % at 20 µM; actives 0.03% (n = 200,000);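 active means over 50% inhibition of tissue-nonspecific alkaline phosphatase at 20 µM in the single-dose screen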;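 further: plate controls were DMSO wells for no effect and EDTA-quenched wells as full inhibition for full effect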
Target sequence (P05186 whole entry, looked up): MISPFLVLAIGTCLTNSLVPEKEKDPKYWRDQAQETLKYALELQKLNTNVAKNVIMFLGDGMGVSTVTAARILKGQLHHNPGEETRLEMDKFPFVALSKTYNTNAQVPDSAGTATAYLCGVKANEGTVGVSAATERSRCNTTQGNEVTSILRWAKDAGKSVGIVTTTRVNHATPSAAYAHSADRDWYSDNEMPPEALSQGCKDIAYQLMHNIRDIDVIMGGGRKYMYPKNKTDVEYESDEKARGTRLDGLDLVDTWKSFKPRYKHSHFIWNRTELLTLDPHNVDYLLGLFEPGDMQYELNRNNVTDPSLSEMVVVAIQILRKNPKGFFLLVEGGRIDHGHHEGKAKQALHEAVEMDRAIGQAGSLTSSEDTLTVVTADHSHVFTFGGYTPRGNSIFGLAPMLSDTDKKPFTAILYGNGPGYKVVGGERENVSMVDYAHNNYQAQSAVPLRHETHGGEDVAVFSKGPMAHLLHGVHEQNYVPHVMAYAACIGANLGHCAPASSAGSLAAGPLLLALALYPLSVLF
TNAP act hi DEA: increases human TNAP activity under high phosphate acceptor concentration; purified TNAP, CDP-star luminescence, 1 M DEA, 30 min; hits give high values; 0 = EDTA background, 1 = DMSO-only activity; P05186; 200,000 tested, under 10 active; activation factor at 20 µM;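 active means activation factor at least 2 at 20 µM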
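system = human TNAP | amount = enzyme diluted 1/800 final | reagent = 100 µM CDP-star substrate | signal = luminescent substrate turnover signal | dosing = one dose, 20 µM | benchmarks = EDTA negative control, DMSO positive control | measure = activation factor | timing = 30 min reaction, room temperature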
G6PDH CS: L. mesenteroides G6PDH inhibition counter-screen; Purified L. mesenteroides G6PDH, diaphorase/resazurin coupled fluorescence, 45 min; inhibition, % at 5 µM; actives 0.12% (n = 200,000); AID 1020; in the data active means inhibition above about 50%
PMI act satM6P: PMI (human) activation, high substrate; activation factor at 20 µM; coupled PMI enzyme assay, resazurin fluorescence, 20 min; hits give high values; 1 = untreated enzyme, 0 = substrate-free blank; actives 0.34% (n = 190,000); AID 1216;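 active means activation factor of 2 or more at 20 µM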
Target sequence (P34949 whole entry, looked up): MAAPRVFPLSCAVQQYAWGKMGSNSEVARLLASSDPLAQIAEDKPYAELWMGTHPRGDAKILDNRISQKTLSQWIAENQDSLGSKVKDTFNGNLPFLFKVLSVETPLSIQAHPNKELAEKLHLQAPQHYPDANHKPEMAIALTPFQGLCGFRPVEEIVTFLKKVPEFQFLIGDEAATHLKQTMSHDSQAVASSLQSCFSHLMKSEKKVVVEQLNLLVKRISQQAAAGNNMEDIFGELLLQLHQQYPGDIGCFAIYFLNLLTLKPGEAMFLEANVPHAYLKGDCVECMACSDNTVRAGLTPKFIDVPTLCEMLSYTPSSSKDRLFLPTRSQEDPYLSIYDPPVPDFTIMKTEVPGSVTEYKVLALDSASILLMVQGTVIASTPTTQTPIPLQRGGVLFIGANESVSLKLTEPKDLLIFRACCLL
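Material: human phosphomannose isomerase with PGI, G6PDH, diaphorase coupling enzymes / Reagent: Man-6-P substrate 1.0 mM / Dosing: single compound dose of 20 µM, 1% DMSO final / Incubation: enzyme reaction with compound 20 min at room temperature / Signal: resorufin fluorescence (Ex 544/Em 590 nm) from resazurin via diaphorase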
PMI act: activators of human phosphomannose isomerase; purified human PMI, coupled resazurin fluorescence, 20 min; hits give high values; 1 = vehicle control, 0 substrate-free wells; actives 0.005% (n = 190,000); activation factor at 20 µM; P34949;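 active means activation factor of 2 or more at 20 µM, relative to plate controls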
Diaph inh CS: counter-screen for diaphorase-based assays: diaphorase inhibitors and chemical oxidizers. diaphorase resazurin-to-resorufin fluorescence, NADH, 16 min; bacterial (C. kluyveri) enzyme, not human. inhibition, % at 20 µM. actives 0.69% (n = 190,000). AID 1217;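 active means primary screen inhibition at 20 µM above a set limit, cut at about 50% in these data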;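 further: plate controls were DMSO with full reaction for no effect and wells lacking NADH for full effect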
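Assay system: diaphorase enzyme from Clostridium kluyveri. Quantity: enzyme working solution with 0.14 U/mL diaphorase. Schedule: reaction incubation of 16 min at room temperature. Technique: resorufin fluorescence, excitation 544 nm, emission 590 nm. Controls: No-NADH positive control and DMSO neutral control.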
HMGR II inh: inhibitors of class II HMG-CoA reductase from Enterococcus faecalis; purified E. faecalis HMGR, NADPH absorbance 340 nm kinetic; inhibition, % at 10 µM; actives 0.41% (n = 190,000);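 active means inhibition above a set limit, the median over all tested compounds plus 3 SD, cut at about 9.5% in these data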;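 further: enzyme runs in reverse so mevalonate oxidation gives rising NADPH absorbance; 0% = complete reaction with DMSO and 100% = background rate lacking mevalonate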
Diaphorase act: activates diaphorase or chemically reduces, flagging diaphorase assay artifacts | Diaphorase/resazurin coupled assay, resorufin fluorescence, 16 min; hits give high values; 1 = vehicle wells, 0 = NADH-free wells | actives 0.005% (n = 190,000) | activation factor at 20 µM;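 active means diaphorase activity raised at least twofold by the compound at 20 µM; inactive means activation factor below 2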
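System – purified diaphorase enzyme from Clostridium kluyveri · Input – enzyme 0.07 U/mL final · Also added – final NADH 0.114 mM, resazurin 0.1 mM · Measured by – fluorescence of resorufin, 544 nm excitation, 590 nm emission · Timing – 16 min enzyme reaction, ambient temperature · Measure – resorufin increase flagging diaphorase activators or reducers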
TNAP inh noacc: TNAP (human) inhibition, acceptor-free conditions; actives 0.26% (n = 200,000); purified TNAP, CDP-star luminescence, 30 min; inhibition, % at 20 µM; P05186; AID 1012;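 active means tissue-nonspecific alkaline phosphatase inhibition above about 50% at 20 µM in the single-dose screen, limit read from the data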;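 further: 0% = DMSO negative control and 100% = EDTA positive control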
* marks the source's active call; other numbers are inactive results; / = no result given.

1. CCN=C1SC(C(=O)NCCc2ccccc2)CC(=O)N1CC (stereo not drawn)
2. COc1cc(OC)cc(C(=O)Nc2nnc(-c3cccnc3)o2)c1
3. CCSC1=NCCN1S(=O)(=O)c1ccc(NC(C)=O)cc1
4. COc1cc(NC(=O)CN2C(=O)NC(C)(CC(C)C)C2=O)cc(OC)c1 (stereo not drawn)
5. O=C(/C=C/c1ccccc1)CC(=O)c1ccccc1O
6. O=C(NC1CCCCCC1)c1ccc(S(=O)(=O)NCc2ccco2)cc1
7. CCC(C)/C(C)=N/Nc1ccc(S(N)(=O)=O)cc1[N+](=O)[O-] (stereo not drawn)
8. CCn1cc(C(=O)O)c(=O)c2ccc(C)nc21

assay / compound	1	2	3	4	5	6	7	8
FLuc stim CS	1	1	1.1	1	1	1	1	1
TNAP inh hiacc	-1	-6	-3	-2	0	-8	11	-5
TNAP act hi DEA	1	1.1	1	1	1	1.1	0.9	1
G6PDH CS	14	0	2	-16	10	1	2	27
PMI act satM6P	1	1.1	1.1	0.9	1.1	0.9	0.9	0.8
PMI act	1	1.1	1	0.9	0.9	0.9	1	0.8
Diaph inh CS	8	4	15	11	5	14	6	22
HMGR II inh	-2	-7	-2	0	0	-5	-4	-4
Diaphorase act	0.9	1	0.9	0.9	0.9	0.9	0.9	0.8
TNAP inh noacc	-2	-77	-9	-17	-2	-11	9	-10

9. COc1ccc(NC(=O)CSc2nnc(NC(=O)CN3CCOCC3)s2)cc1
10. O=C1Nc2ccc(S(=O)(=O)N3CCCC3)c3ccc(S(=O)(=O)N4CCCC4)c1c23
11. COc1ccc(-c2cc(C(F)(F)F)nc(SCCC(=O)NCc3ccco3)n2)cc1
12. CC(=O)N1CCC(N(CCN2CCOCC2)C(=S)Nc2c(C)cccc2C)CC1
13. CCC(C)(C)NC(=O)c1ccc(S(=O)(=O)N(C)c2ccccc2OC)cc1
14. CC(Oc1ccccc1F)C(=O)NCCN1CCCCC1 (stereo not drawn)
15. CC(=O)c1ccc(NC(=O)CSc2nnc(Cn3c(=O)sc4ccccc43)n2C)cc1
16. CN1C(=O)Cn2c1nc1ccccc12

assay / compound	9	10	11	12	13	14	15	16
FLuc stim CS	1	1.1	1	1.1	1.1	1.1	1	1
TNAP inh hiacc	-6	-1	1	-5	-7	-5	-1	-6
TNAP act hi DEA	1.1	1	1	1.1	1.1	1.1	1	1.1
G6PDH CS	-2	3	4	-9	6	2	2	6
PMI act satM6P	1	0.7	1	1	1	1	1	1.1
PMI act	1	1	1.1	0.9	0.9	1.1	1	1.1
Diaph inh CS	9	16	13	0	12	6	16	7
HMGR II inh	3	-2	-2	-3	-8	0	-5	-3
Diaphorase act	0.9	0.8	0.9	1	0.9	0.9	0.8	0.9
TNAP inh noacc	-16	-8	-4	-12	-8	-13	-34	-11

Some of the entries so far, as labelled records.
[14] CC(Oc1ccccc1F)C(=O)NCCN1CCCCC1 (stereo not drawn)
  FLuc stim CS = 1.1 | TNAP inh hiacc = -5 | TNAP act hi DEA = 1.1 | G6PDH CS = 2 | PMI act satM6P = 1 | PMI act = 1.1 | Diaph inh CS = 6 | HMGR II inh = 0 | Diaphorase act = 0.9 | TNAP inh noacc = -13
[15] CC(=O)c1ccc(NC(=O)CSc2nnc(Cn3c(=O)sc4ccccc43)n2C)cc1
  FLuc stim CS = 1 | TNAP inh hiacc = -1 | TNAP act hi DEA = 1 | G6PDH CS = 2 | PMI act satM6P = 1 | PMI act = 1 | Diaph inh CS = 16 | HMGR II inh = -5 | Diaphorase act = 0.8 | TNAP inh noacc = -34
[16] CN1C(=O)Cn2c1nc1ccccc12
  FLuc stim CS = 1 | TNAP inh hiacc = -6 | TNAP act hi DEA = 1.1 | G6PDH CS = 6 | PMI act satM6P = 1.1 | PMI act = 1.1 | Diaph inh CS = 7 | HMGR II inh = -3 | Diaphorase act = 0.9 | TNAP inh noacc = -11

(continued)
17. O=S(=O)(NC1=NCCCCCC1)c1cccs1
18. COc1ccccc1NC(=O)COC(=O)c1cnc(C)cn1
19. O=C(/C=C/c1ccc(Cl)cc1Cl)NCCSCc1ccccc1
20. CCOC(=O)C(=Cc1ccc(-c2ccsc2C(=O)OC)o1)C(=O)OCC
21. CCCCNC(=O)c1ccc(NC(C)=O)c(Cl)c1
22. COc1cccc(C(=O)N2CCC(O)(c3cccnc3)CC2)c1
23. O=C1c2cccc3cccc(c23)C(=O)N1CCCN(C(=O)c1cccs1)c1cccc(F)c1
24. CCN(CC)S(=O)(=O)c1ccc(N(C)CCc2ccc(OC)c(OC)c2)nc1

assay / compound	17	18	19	20	21	22	23	24
FLuc stim CS	1.1	0.9	1	1	1	1.1	1	1
TNAP inh hiacc	-6	6	7	-2	-5	-3	2	-4
TNAP act hi DEA	1.1	0.9	0.9	1	1.1	1	1	1
G6PDH CS	7	4	6	7	1	9	-7	2
PMI act satM6P	1	1.1	0.6	0.9	1	0.9	0.9	0.9
PMI act	1.1	1	0.9	1	1	1	0.9	1
Diaph inh CS	10	-6	22	20	3	3	41	6
HMGR II inh	-3	8	-3	-13	-3	-9	-1	-8
Diaphorase act	0.9	1.1	0.8	0.8	1	1	0.6	0.9
TNAP inh noacc	-15	3	8	5	-10	8	-42	-8

25. CN(C)c1ncccc1-c1nc2ccccc2s1
26. CC(=O)N(c1ccccc1)C(C)c1nc(C#N)c(C#N)nc1C (stereo not drawn)
27. COc1ccccc1NC(=O)COc1ccc(Br)cc1CNCCCN1CCOCC1
28. O=C(Nc1ccc(N2CCOCC2)c(Cl)c1)C1CCCCC1
29. CCN(CC)C(=O)Cn1cc(C(=O)C(=O)NCC2COc3ccccc3O2)c2ccccc21 (stereo not drawn)
30. CCCC(NS(=O)(=O)c1ccc(C)cc1)C(=O)O (stereo not drawn)
31. COc1ccc(-c2csc3nc(C)nc(N4CCN(c5ccc(C(C)=O)cc5)CC4)c23)cc1OC
32. COCCCn1c2nc3ccccc3nc2c2c(=O)n(Cc3cccs3)cnc21

assay / compound	25	26	27	28	29	30	31	32
FLuc stim CS	1	1.1	1.1	1	1	1	1	1.1
TNAP inh hiacc	-7	-3	-7	-2	1	-5	1	-3
TNAP act hi DEA	1.1	1	1.1	1	1	1.1	1	1
G6PDH CS	4	-1	5	2	5	3	2	-3
PMI act satM6P	1	1	1.1	1.1	1	1	1.1	1
PMI act	1	0.9	1.1	0.9	1	1	1	1
Diaph inh CS	8	10	9	-1	20	7	17	25
HMGR II inh	-8	-6	4	-1	-1	2	-4	-5
Diaphorase act	0.9	0.9	0.9	1	0.8	0.9	0.8	0.7
TNAP inh noacc	-11	-9	-17	-4	-1	-13	-2	-5

A second format for part of the listing above.
Each structure is followed by: FLuc stim CS | TNAP inh hiacc | TNAP act hi DEA | G6PDH CS | PMI act satM6P | PMI act | Diaph inh CS | HMGR II inh | Diaphorase act | TNAP inh noacc
28) O=C(Nc1ccc(N2CCOCC2)c(Cl)c1)C1CCCCC1
→ 1 | -2 | 1 | 2 | 1.1 | 0.9 | -1 | -1 | 1 | -4
29) CCN(CC)C(=O)Cn1cc(C(=O)C(=O)NCC2COc3ccccc3O2)c2ccccc21 (stereo not drawn)
→ 1 | 1 | 1 | 5 | 1 | 1 | 20 | -1 | 0.8 | -1

Next section.
33. O=c1[nH]c(Cc2ccc(F)cc2)nc2scc(-c3ccc(F)cc3)c12
34. CCOC(=O)N1CCC(Nc2c(NCCCN(CC)c3cccc(C)c3)c(=O)c2=O)CC1
35. CCN(CC)CCn1c2ccccc2c2cnc(N)c(C#N)c21
36. CCOC(=O)CNC(=O)COc1ccc(Cl)cc1Br
37. CC1CCCCN1C(=O)CN1C(=O)CN(C)C(=O)c2ccccc21 (stereo not drawn)
38. CCC(C)c1ccccc1NC(=O)C(C)N(C)Cc1cccc(OC)c1 (stereo not drawn)
39. COc1cccc(CN2CCN(Cc3cccn3-c3cccnc3)CC2CCO)c1 (stereo not drawn)
40. Cc1nnc(SCC(=O)Nc2ccccc2NC(=O)CSc2nnc(C)s2)s1
41. CCOc1ccc(N(CC(N)=O)S(=O)(=O)c2ccc(F)cc2)cc1

assay / compound	33	34	35	36	37	38	39	40	41
FLuc stim CS	1.1	1.1	1.1	0.9	1	1	1	1.1	1
TNAP inh hiacc	-4	-10	-4	-4	-3	-4	-5	-5	-1
TNAP act hi DEA	1	1.1	1	1	1	1	1	1	1
G6PDH CS	13	-6	5	2	12	10	14	1	-10
PMI act satM6P	0.9	0.8	0.8	0.8	1.1	0.9	/	1.1	0.9
PMI act	0.7	0.9	0.9	0.9	1.1	0.9	/	0.9	0.9
Diaph inh CS	14	21	4	24	0	17	/	8	4
HMGR II inh	0	-5	-2	0	-8	-4	2	4	0
Diaphorase act	0.9	0.8	1	0.8	1	0.8	/	0.9	1
TNAP inh noacc	-15	-18	-10	-13	-9	-12	-4	-14	-9
